Assay outcomes: PubChem, The Scripps Research Institute Molecular Screening Center
TDP2 inh: human TDP2 enzyme inhibitors, primary screen, biochemical, epi absorbance, recombinant enzyme; inhibition, % at 12.8 µM; T5PNP hydrolysis, p-nitrophenol absorbance 415 nm; AID 720702, 2013; Tyrosyl-DNA phosphodiesterase 2 (Homo sapiens), O95551; 370,000 compounds, 0.34% hits;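 active means inhibition above the mean of all tested compounds plus 3 SD, set per campaign, cut at about 25% in these data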;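 further: 0% = DMSO with enzyme and 100% = buffer with substrate but no TDP2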
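Test system: human TDP2 enzyme; Input: 120 nM TDP2 per well; Buffer or medium: Mg2+-containing Tris-HCl buffer, pH 7.5; Reagent: 5 mM T5PNP; Dosing: 12.8 µM single point, 1% DMSO; Incubation: reaction 2 h, 37 °C; Detection: p-Nitrophenol epi absorbance; Read-out: % inhibition relative to enzyme-containing and enzyme-free wells; Replicates: single well per compound.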
ASAP1 GAP inh: inhibitors of human ASAP1 ArfGAP activity, primary screen, biochemical, fluorescence polarization; Arf-GAP with SH3 domain, ANK repeat and PH domain-containing protein 1 (Homo sapiens), …; ASAP1-stimulated ARF1 GTP hydrolysis, GDP FP detection; inhibition, % at 16.5 µM; 360,000 compounds, 0.19% hits; AID 624377, 2012; in the data active means inhibition above about 25%;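 further: 0% = vehicle with enzyme and substrate and 100% = no enzyme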
Target sequence (Q9ULH1 325-724 limits assumed): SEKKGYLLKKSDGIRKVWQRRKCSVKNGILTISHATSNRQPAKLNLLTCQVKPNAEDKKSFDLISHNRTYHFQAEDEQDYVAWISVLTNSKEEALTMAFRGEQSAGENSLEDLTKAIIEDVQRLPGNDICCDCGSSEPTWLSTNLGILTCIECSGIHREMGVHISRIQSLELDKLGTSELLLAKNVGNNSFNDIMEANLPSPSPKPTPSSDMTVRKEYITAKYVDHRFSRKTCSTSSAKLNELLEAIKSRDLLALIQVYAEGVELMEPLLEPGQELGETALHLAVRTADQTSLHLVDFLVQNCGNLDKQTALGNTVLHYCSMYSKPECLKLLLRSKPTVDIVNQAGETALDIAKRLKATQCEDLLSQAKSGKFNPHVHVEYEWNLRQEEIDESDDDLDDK
ARFGAP1 inhibitor: inhibitors of rat ARFGAP1 GAP activity, primary screen, biochemical, fluorescence polarization, GDP tracer; ADP-ribosylation factor GTPase-activating protein 1 (Rattus norvegicus), Q62848; Arfgap1-stimulated ARF1 GTP hydrolysis, GDP FP detection; inhibition, % at 16.5 µM; 360,000 compounds, 0.26% hits; AID 651572, 2012;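 active means inhibition above a per-plate limit, mean inhibition of low control wells plus 3 SD, cut at about 25% in these data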;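 further: 0% = DMSO wells with enzyme and 100% = wells lacking Arfgap1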
Target sequence (Q62848 1-136 limits assumed): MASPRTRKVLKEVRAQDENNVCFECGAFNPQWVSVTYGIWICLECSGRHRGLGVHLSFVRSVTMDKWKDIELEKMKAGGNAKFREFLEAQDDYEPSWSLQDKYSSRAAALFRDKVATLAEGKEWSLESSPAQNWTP
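Repeats: one replicate per compound; assay system: rat Arfgap1 catalytic domain, aa 1-136; times: enzyme reaction 120 min at 25 °C after 20 min preincubation; detection: FP of antibody-bound GDP Alexa 633 tracer, ex 620/em 688 nm; benchmarks: high control wells lacking Arfgap1, low control full reaction with DMSO; reagent: human ARF1(Δ1-17)-GTP substrate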
ADAM17 inh: ADAM17 inhibitors, primary screen, biochemical, QFRET; Disintegrin and metalloproteinase domain-containing protein 17 (Homo sapiens), P78536; recombinant ADAM17, EDANS/DABCYL FRET peptide cleavage; inhibition, % at 6.95 µM; 370,000 compounds, 0.83% hits; AID 720648, 2013;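 active means inhibition above the mean of compounds lying between control limits plus 3 SD, set per campaign, cut at about 8.5% in these data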;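 further: 0% = DMSO-only wells as the low control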
SIAE inh: human SIAE inhibitors, primary screen, biochemical, fluorescence polarization, FP-Rh probe, 1536-well HTS; Sialate O-acetylesterase (Homo sapiens), Q9HAT2; SIAE FP-Rh probe binding; AID 1053197, 2014; 370,000 compounds, 0.69% hits; inhibition, % at 9.66 µM;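 active means inhibition above a cutoff: mean of compounds within the control limits plus 3 SD of those, cut at about 17% in these data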;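 further: 0% = plate median of compound wells and 100% = probe without SIAE protein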
DDE Tn6 FP inh: inhibitors of Tn6 peptide binding to fibrin DD(E), primary screen, biochemical, fluorescence polarization, human fibrin, Tn6 probe; Fibrin DD(E) TRITC-Tn6 fluorescence polarization displacement; AID 720509, 2013; Fibrinogen beta chain (Homo sapiens), P02675; inhibition, % at 8.3 µM; 370,000 compounds, 0.21% hits;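 active means inhibition above a per-campaign cutoff: mean of compounds within control limits plus 3 SD, cut at about 15% in these data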;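 further: 0% = median of all compound wells on the plate and 100% = blocking peptide control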
PLCb3 inh: human PLC-beta3 inhibitors, primary screen, biochemical, fluorescence; 1-phosphatidylinositol 4,5-bisphosphate phosphodiesterase beta-3 (Homo sapiens), Q01970; Purified PLC-beta3, fluorogenic substrate; inhibition, % at 12.2 µM; 370,000 compounds, 0.18% hits; AID 720704, 2013; in the data active means inhibition above about 11%;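 further: 0% = median of compound wells on plate and 100% = full blocker control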
Tn7 DDE FP: inhibitors of Tn7 peptide binding to fibrin DD(E), primary screen, biochemical, fluorescence polarization, human fibrin, Tn7 probe; Fibrinogen beta chain (Homo sapiens), P02675; FP displacement of FITC-Tn7 peptide from fibrin DD(E); 0% = median of compound wells per plate; inhibition, % at 8.3 µM; 370,000 compounds, 0.13% hits; AID 720508, 2013;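 active means inhibition above the mean of compounds falling within the control limits plus 3 SD of them, cut at about 14% in these data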;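 further: 0% = plate median of compound wells and 100% = 10 µM Aha-Tn7 peptide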
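Assay system: human fibrin DD(E) protein / Input: 2 µM fibrin DD(E) / Benchmarks: high control of 10 µM Aha-Tn7 peptide / Measured by: fluorescence polarization of the labelled Tn7 tracer / Medium: Tris buffer with calcium and detergent, pH 7.8 / Timing: 10 min compound pre-incubation, 3 h probe incubation at room temperature / Repeats: one replicate per compound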
PLCg1 inh: PLC-gamma1 enzyme inhibitors, primary screen, biochemical, fluorescence, purified enzyme; fluorogenic substrate; inhibition, % at 12.2 µM; 370,000 compounds, 0.84% hits; AID 720700, 2013; in the data active means inhibition above about 9.5%
ADAM10 inh: human ADAM10 inhibitors, primary screen, biochemical, QFRET, HTS. recombinant ADAM10, EDANS/DABCYL FRET peptide cleavage, 3 h. inhibition, % at 7 µM. 370,000 compounds, 0.62% hits. AID 720582, 2013;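 active means inhibition above a per-campaign cutoff equal to the mean of compounds falling between control-based bounds plus 3 SD, cut at about 20% in these data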;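 further: 0% = DMSO wells while the 100% control is not disclosed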
Target sequence (O14672 214-748 limits assumed): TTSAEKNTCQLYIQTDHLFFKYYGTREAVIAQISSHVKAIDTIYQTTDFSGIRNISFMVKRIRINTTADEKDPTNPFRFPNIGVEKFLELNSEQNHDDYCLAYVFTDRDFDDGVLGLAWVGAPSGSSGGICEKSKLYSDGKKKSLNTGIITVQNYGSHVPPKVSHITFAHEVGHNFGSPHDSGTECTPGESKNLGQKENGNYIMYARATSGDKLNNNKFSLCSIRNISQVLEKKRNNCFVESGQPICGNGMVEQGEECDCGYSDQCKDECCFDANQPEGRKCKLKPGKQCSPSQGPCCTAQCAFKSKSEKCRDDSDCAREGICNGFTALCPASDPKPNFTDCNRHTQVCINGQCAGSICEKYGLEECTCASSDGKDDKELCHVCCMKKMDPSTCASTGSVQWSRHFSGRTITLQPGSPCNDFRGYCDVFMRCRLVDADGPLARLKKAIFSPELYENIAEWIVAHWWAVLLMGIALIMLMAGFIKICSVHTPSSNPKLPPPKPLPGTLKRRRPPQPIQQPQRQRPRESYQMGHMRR
Active calls of the source: *; i = inactive; x = no result given.

Sequence of screens: TDP2 inh, ASAP1 GAP inh, ARFGAP1 inhibitor, ADAM17 inh, SIAE inh, DDE Tn6 FP inh, PLCb3 inh, Tn7 DDE FP, PLCg1 inh, ADAM10 inh
COC(=O)C(Cc1ccc(OC(=O)c2ccc(Cl)cc2)cc1)N1Cc2ccccc2C1=O (stereo not drawn)
→ -1.2, 4.2, -2.3, 3.4, -10.2, -6.0, 1.8, -3.4, 0.7, 9.6
CC(C)CNC(=O)C1CCN(CC2CCCCC2)CC1
→ 5.6, 4.9, -6.8, -6.7, -6.0, 2.7, -5.8, -1.2, 3.8, -2.4
CN(C)c1cccc(/C=C2\CC3(OC(=O)c4ccc(F)cc4)CCCN2C3)c1 (stereo not drawn)
→ -2.3, x, x, -0.4, 8.4, 4.4, -4.6, 3.4, -4.1, 1.1
Cn1nc([N+](=O)[O-])nc1Oc1ccccc1C(=O)N1CCOCC1
→ -17.2, 3.1, -10.7, 1.6, -9.9, 0.3, 4.3, -4.9, 3.6, -4.6
COC(=O)[C@]12C[C@H](CC(=O)N3CCOCC3)C(=O)N(Cc3ccc(Cl)cc3Cl)C1=C[C@H](C1CCCC1)O[C@@H]2C
→ -10.1, x, x, 6.6, 1.5, -3.7, 1.7, -6.1, 7.6, 12.4
Cn1c(CSCCOc2ccccc2)n[nH]c1=S
→ 0.8, -12.9, -6.7, -1.0, 5.2, 5.2, -2.6, -0.5, 2.1, 6.1
O=C(/C(=C/c1ccc(Cl)cc1)c1nc2ccccc2[nH]1)c1ccccc1
→ -4.5, 0.8, 4.0, 7.0, -51.9, -5.9, -19.0, 1.2, -13.6, 4.6
COc1ccc(C(=O)/C=C/c2cn(CC(O)CN3CCN(C)CC3)c3ccccc23)cc1OC (stereo not drawn)
→ -8.8, 10.1, -3.9, -3.8, -2.7, 1.1, -496.6, -4.0, -476.7, -7.3
CN(C)S(=O)(=O)c1ccc(C(=O)Nc2nnc(SCc3cccc4ccccc34)s2)cc1
→ 4.3, -0.2, -6.6, -3.4, -1.3, -3.7, -5.3, 1.6, 3.1, -8.0
c1ccc(N2CCN(c3nnc(Cc4cccnc4)c4ccccc34)CC2)nc1
→ -1.0, 1.7, 5.7, -0.9, -3.3, 5.7, -1.2, -4.0, -0.2, 5.3
COc1cccc(NC(=O)c2cc(=O)c3ccccc3o2)c1
→ 3.6, -7.0, 3.1, 0.2, 2.2, -5.2, -10.1, 0.4, -1.6, -6.5
O=S1(=O)N[C@H](c2ccccc2)C[C@H](c2ccc(C(F)(F)F)cc2)O1
→ 8.4, -12.8, -2.6, -3.9, -1.7, -1.4, -6.1, -2.1, -5.6, -0.6
CC1(C)CC(=O)c2c(O)cc(OCc3ccc(Br)cc3)cc2O1
→ 7.0, 19.1, 12.6, -3.2, -7.1, -6.5, -0.1, -3.3, 0.7, 5.1
CCOC(=O)C1CCN(C(=O)COc2ccc(Br)cc2C)CC1
→ 10.2, -0.9, 7.2, -6.0, 2.4, -0.9, -5.3, 2.3, -0.6, -4.9
CCCN(CC(=O)Nc1ccccc1C)C(=O)C1CC(=O)N(c2cccc(C)c2C)C1 (stereo not drawn)
→ -3.5, 3.1, 15.7, -1.1, 3.6, -0.2, -2.0, 4.1, -3.0, -3.7
O=C(NC1CCC1)c1ccc(C#CC2CC2)cn1
→ 4.1, x, x, -2.5, 3.0, 1.9, -0.5, 0.6, -0.6, -7.0
CS(=O)(=O)c1ccc(Cl)c(NC(=O)CCN2C(=O)C3CC=CCC3C2=O)c1 (stereo not drawn)
→ 5.3, -3.9, -9.5, 1.9, 1.7, -4.5, -7.2, 0.3, -1.4, 0.2
O=C(O)CCSc1ccc([N+](=O)[O-])cc1[N+](=O)[O-]
→ -6.8, -10.0, -3.6, 0.4, 5.3, -0.6, 1.6, 0.9, 1.4, -5.7
CCOC(=O)C1CCN(C(=O)c2cc3cc4ccc(OC)cc4nc3o2)CC1
→ 7.6, 4.6, -4.5, -243.4, -1.1, -1.9, -191.0, -0.1, -126.9, i
C/C(CC1CC(C)(C)OC1=O)=N/Nc1nc(-c2ccccc2)cs1 (stereo not drawn)
→ 10.3, -5.6, -14.7, 0.5, 5.6, 4.0, -29.2, 3.6, -23.1, 1.2
S=C(SCc1cc(Cl)cc2c1OCOC2)N1CCSCC1
→ 2.5, 1.1, -3.3, -5.1, -6.6, -7.0, -2.1, 6.2, -0.1, -2.0
Cc1csc(C(C#N)C(=O)c2ccc(S(=O)(=O)N3CCCC3)cc2)n1 (stereo not drawn)
→ -7.7, 12.2, -3.5, 0.6, 4.3, 4.4, -0.8, 5.5, -3.2, 3.2
Cc1ccc(C#N)c(SCc2cc3c(cc2Cl)OCO3)n1
→ -13.5, -3.7, -1.1, 0.2, 0.8, 1.9, 2.4, -10.3, 4.1, -1.8
CC(C)NS(=O)(=O)c1ccc(OCC(=O)NC(C)c2ccccc2)cc1 (stereo not drawn)
→ -14.5, -9.4, 11.1, 2.5, -4.4, -4.8, 2.0, -3.7, 4.8, 11.6
O=S(=O)(NCCN1CCOCC1)c1cccs1
→ 4.1, 1.2, -0.2, 2.0, 2.5, 5.6, 0.7, -13.8, 0.2, 0.3
OCC[C@@H]1C[C@H](O)[C@@H](O)[C@@]2(OCCc3cc(C(F)(F)F)ccc32)O1
→ -4.5, 12.1, -8.8, -4.0, -7.1, 1.4, 2.4, 0.8, -0.8, -15.1
Cc1ccccc1OCCOCCN1CCCCCC1
→ 14.3, 0.4, -0.1, -3.7, 2.3, -1.6, -0.6, -3.3, 1.3, -2.3
O=C(Cn1c2c(c(=O)n3ncnc13)CCC2)N/N=C/c1cccs1
→ -2.2, 5.2, 12.1, 3.4, 2.1, 2.7, -4.7, -4.3, 4.0, 2.9
C#CC(c1ccccc1)(c1ccccc1)n1ccnc1
→ 1.0, -3.5, -3.5, -5.4, -0.3, 0.2, -4.4, 2.6, 5.6, -7.9
O=C1CC(N2CCN(c3ccccc3)CC2)C(=O)N1Cc1ccc(Cl)cc1 (stereo not drawn)
→ -16.3, 0.7, 4.3, 7.9, -7.3, 2.0, -0.2, -4.6, 10.2*, 12.1
Fc1ccc(Cc2nnc(-c3cccs3)o2)cc1
→ -1.4, 7.3, -3.2, 0.3, 12.0, -2.5, 2.0, -4.7, 1.8, -2.4
CCOc1ccc(NC(=O)c2ccc(CN3CCc4ccccc4C3)cc2)cc1
→ -29.4, 3.6, 8.5, 7.8, 1.5, 6.2, 1.5, -0.6, 6.1, 20.4*
Cc1nc2nc(-c3cccnc3)nn2c(C)c1Cl
→ 2.2, -3.1, -4.8, -2.4, -3.9, 11.2, 1.6, 5.9, 0.2, -0.6
O=c1c2ccccc2on1-c1ccccc1
→ 3.6, -3.3, 8.6, -6.0, 11.7, 0.7, -0.4, 2.6, 1.2, -12.0
COc1ccc(NC(=O)CN(c2ccccc2)S(=O)(=O)c2ccccc2)c(OC)c1
→ -12.8, -2.2, 0.7, -3.8, 0.3, -5.9, 1.0, 6.2, -0.5, 3.1
NC(=O)C1CCN(c2ncnc3c(-c4ccccc4)nsc23)CC1
→ 1.2, -4.4, -5.7, -2.6, -11.0, -5.2, 0.0, -11.4, -1.7, -6.0
CCOc1ccccc1CN1CCNC(=O)C1CC(=O)NCCCn1cccn1 (stereo not drawn)
→ -2.3, 24.6, 11.8, -2.8, 6.4, 5.5, -13.4, -5.0, -5.2, -16.6
COc1ccc(Cl)cc1NC(=O)C/C(C)=N/NC(=O)Cc1ccccc1
→ -3.1, 5.1, 11.5, 0.4, -0.4, 4.2, -4.7, -7.2, -1.4, 7.0
COc1ccc(CN(C)CC(=O)Nc2sc3c(c2C#N)CCC3)cc1OC
→ 5.0, 3.5, -2.7, -0.5, -0.1, 0.0, 0.6, 1.2, -0.1, 2.8
N#CCSc1nc2ccccc2c2nc3ccccc3n12
→ 11.5, 9.1, -11.5, -7.8, -5.0, 2.9, -23.7, -8.6, -20.4, -15.2
CCN(CC)S(=O)(=O)c1ccc(OCC(=O)NC(=O)Cc2ccccc2)c([N+](=O)[O-])c1
→ -3.4, 5.7, -11.4, 2.1, 5.9, -5.9, -4.1, 5.2, -0.4, 4.8
O=C(Nc1ccccc1C(=O)N1CCCCCC1)c1cccc([N+](=O)[O-])c1
→ 7.3, 4.1, -8.2, -2.1, -0.6, -0.6, -2.0, -4.3, -3.1, -9.9
CCOc1ccc(OCC)c(NC(=O)CN2CCN(c3cc(C)ccc3C)CC2)c1
→ 13.0, -8.5, 11.4, -4.2, 1.1, -5.3, 2.3, -4.8, 1.3, 1.1
CCN1CCCC1CNC(=O)c1ccc2c(c1)NC(=O)/C(=C\c1ccc(OC)c(OC)c1)S2 (stereo not drawn)
→ -16.3, 23.8, 38.9*, 1.6, -1.8, -7.0, -65.1, 0.6, -41.1, 4.8
O=C(COC(=O)c1cncc(Br)c1)NCc1ccc2c(c1)OCO2
→ -1.2, -15.1, -7.1, -0.5, 2.6, 4.4, -10.4, 2.2, -4.2, -1.1
Cc1ccc(Nc2nc(N)c([N+](=O)[O-])c(N3CCC(C)CC3)n2)cc1C
→ -4.2, -12.2, 5.7, -0.9, 3.7, 3.5, 2.9, -0.4, -1.7, -3.2
Cc1ccc(S(=O)(=O)N(C)CC(=O)NNC(=O)Cc2ccccc2F)cc1
→ -4.5, -7.8, -6.1, 11.3*, 0.0, -1.1, 0.1, -3.4, 4.4, 5.3
COc1ccccc1NC(=O)N1CCCC1C(=O)Nc1nnc(C(C)C)s1 (stereo not drawn)
→ 3.8, 3.9, -4.1, -1.7, 1.7, 1.1, 0.5, 1.2, 0.8, -1.5
